# Bioassay records as filed in PubChem.
# ELG1 DNA repair: blocks ELG1-dependent DNA repair in HEK293T cells; Potency, µM (highest dose often 46.1 µM), without a hit: at the top dose activity change, negative = inhibition, usual class: inhibitors; hit rate 2.3% among 330,000; HEK293T ELG1-luciferase reporter, luminescence, 16 h; DNA damage induced by 5-fluorouridine; AID 504467; note: potency is the fitted concentration of half-maximal effect; % is set by controls: 0 for no effect and ±100 for the full control effect; nearly all actives have a fitted effect of over 55% in size
#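 Overnight (16 hr) co-exposure of 2,000 cells/well to 5-fluorouridine and compound at 37 °C preceded detection. Luciferase was quantified via ONE-Glo luminescence; loss of signal denotes inhibition.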
# ASM inhibitor: human S-ASM enzyme inhibition | P17405 | placental ASM, HMU-PC fluorogenic substrate, 60 min | Potency, µM (doses to about 57.5 µM), inactives show top-dose activity change, negative = inhibition, usual class: inhibitors | hit rate 0.006% among 340,000 | AID 504937; note: potency is the fitted concentration of half-maximal effect
# Target sequence (P17405 47-631 limits assumed): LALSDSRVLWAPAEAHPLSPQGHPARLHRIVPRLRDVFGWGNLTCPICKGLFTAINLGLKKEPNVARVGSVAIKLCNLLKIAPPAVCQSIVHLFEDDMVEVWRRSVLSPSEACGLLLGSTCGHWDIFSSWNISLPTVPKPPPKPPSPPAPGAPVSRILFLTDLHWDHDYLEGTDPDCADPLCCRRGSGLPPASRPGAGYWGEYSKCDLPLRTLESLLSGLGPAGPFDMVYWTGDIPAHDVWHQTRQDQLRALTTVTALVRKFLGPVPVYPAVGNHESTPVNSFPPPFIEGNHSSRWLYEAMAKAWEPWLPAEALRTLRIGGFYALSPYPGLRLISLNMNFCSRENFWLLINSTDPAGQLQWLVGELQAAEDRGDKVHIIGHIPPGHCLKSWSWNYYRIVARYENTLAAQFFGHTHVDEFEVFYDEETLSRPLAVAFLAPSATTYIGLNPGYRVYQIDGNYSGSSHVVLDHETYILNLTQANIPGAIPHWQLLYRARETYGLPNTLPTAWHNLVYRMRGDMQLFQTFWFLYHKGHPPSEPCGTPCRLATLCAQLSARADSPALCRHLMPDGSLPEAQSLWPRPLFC
#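 Human placenta-derived ASM enzyme was preincubated with compound for 10 minutes at room temperature, then given fluorogenic substrate HMU-PC0 (9 uM final) for 60 minutes at 37 °C; a pH 10 stop preceded fluorescence reading at Ex 386/Em 447 nm.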
# PTAP TSG101 blk: blocks PTAP/TSG101 interaction to inhibit HIV-1 budding; Potency, µM (doses to about 115 µM), inactives show top-dose activity change, negative = inhibition, actives largely listed as inhibitors; Fluorescence polarization, FITC-PTAP peptide / Tsg101 binding; Q99816; AID 493005; 340,000 tested, under 10 active; active = well fitted inhibition curve with a large enough effect in the main read-out, with a control signal flat, not every such curve was filed as active; inconclusive = small, poorly fitted or top-dose-only effect, or effect the other way, or a change in a side signal; inactive = no such curve, though single readings can be large or run the other way; note: potency is the fitted concentration of half-maximal effect; % of control where 0% means no effect
#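 Compounds were pin-transferred onto Tsg101 binding domain (10 uM final) in HEPES pH 7.5 buffer, then FITC-PTAP peptide was added at 50 nM final. After 20 min at RT, polarization reported peptide displacement across a qHTS concentration series.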
# TSHR antagonist: antagonists of human thyroid stimulating hormone receptor; P16473; TSHR-expressing cells, TSH-stimulated cAMP HTRF, 2 h; hits give low values; activity change, negative = inhibition, % at 11.5 µM; hit rate 0.2% among 330,000;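 active = activity change below a set negative limit, meaning inhibition stronger than a set level, cut at about -70% in these data; inconclusive = activity change between two set negative limits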; note: % is set by controls: 0 for no effect and ±100 for the full control effect
#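 Antagonism was scored as loss of TSH-driven cAMP in TSHR cells, stimulated with 4nM TSH (EC80) for 2 hours at 37 deg C and detected by homogeneous HTRF competition immunoassay.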
# TCR act: activates T cell receptor signaling | primary human leukocytes, anti-CD3, IL-2 HTRF, 48 h | Potency, µM (series often up to 9.22 µM), without a hit: at the top dose activation of IL-2 secretion, most hits filed as activators | 330,000 tested, under 10 active; note: % of control where 0% means no effect
#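 Human primary leukocytes + a-CD3 beads + cpd, 48 hr; IL-2 in supernatant by HTRF (ex 320nm / em 665nm). No co-stimulatory signal supplied.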
# BCR signal inh: inhibitors of chronic active B-cell receptor signaling | hit rate 0.05% among 340,000 | ABC-DLBCL IkBa-CBG/CBR reporter, luminescence ratio, 4 h | Potency, µM (top dose mostly 46.1 µM), without a hit: at the highest dose ratio change, negative = lower green/red ratio, most hits filed as inhibitors; active = well fitted inhibition curve with a large enough effect in the signal ratio, with a control signal flat, not every such curve was filed as active; inconclusive = small, poorly fitted or top-dose-only effect, or effect the other way, or a change in a side signal; the % refers to the signal ratio;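 note: potency is the fitted concentration of half-maximal effect; plate controls were basal doxycycline-induced cells for no effect and cells given 10 µM MG132 for full effect; MG132 reads +100%, hits lower the ratio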
#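 Concentration-response series (up to 46 uM) were applied to TMD8 dual-reporter cells for 4 h at 37C with doxycycline. Green/red ratio, after filter-overlap correction, defined %Activity; red signal alone was normalised to basal cells and zero luminescence.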
# Eya2 phos inh: inhibitors of human Eya2 phosphatase activity. O00167. recombinant Eya2, OMFP fluorescence dephosphorylation (OMFP is methylfluorescein phosphate). Potency, µM (doses to about 76.9 µM), inactives show top-dose activity, negative = inhibition, most hits filed as inhibitors. hit rate 0.006% among 330,000; note: potency is the fitted concentration of half-maximal effect; % is set by controls: 0 for no effect and ±100 for the full control effect
#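 Eya2 protein (added as 0.2 uM solution) was preincubated with compound for 10 min at ambient temperature in 50 mM HEPES pH 7.5, 50 mM NaCl, 5 uM MgCl2, 0.05% BSA, 1 mM DTT. OMFP (added at 50 uM) then reacted 10 min; fluorescence read at 485/525 nm.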
# A-T KAP1 phos: potential ataxia-telangiectasia treatment; Potency, µM (doses to about 57.5 µM), for the others: top-dose activation, most hits filed as activators; […] A-T fibroblasts, KAP-1 phosphorylation AlphaLISA; neocarzinostatin DNA damage 30 min before lysis; hit rate 0.19% among 320,000; AID 485349; note: potency is the fitted concentration of half-maximal effect; % of control where 0% means no effect; nearly all actives have a fitted effect of over 45% in size
#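 hTERT-immortalized A-T patient fibroblasts ([…]), 500 cells/well in OPTI-MEM, 1% FBS, got compounds for 60 min, then NCS for 30 min at 37C. Lysates were then assayed for phospho-KAP-1 by AlphaLISA (anti-pKAP1 donor, anti-KAP1 acceptor beads), 6 hr at 25C.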
# Tb PFK inh: blocks T. brucei phosphofructokinase. O15648. T. brucei PFK, ADP-Glo luminescence. Potency, µM (series often up to 57.5 µM), without a hit: at the top dose activity, negative = inhibition, usual class: inhibitors. hit rate 0.17% among 330,000;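 note: potency is the fitted concentration of half-maximal effect; 0% = uninhibited 1x PFK enzyme wells and -100% = no-enzyme wells; nearly all actives have a fitted effect of over 60% in size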
#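 Compounds were pin-transferred as a titration series up to 57 uM into substrate buffer (0.5 mM F6P, 0.1 mM ATP, pH 8.0), then 1.25 nM PFK was added and reactions ran 45 min before ADP-Glo detection.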
# Mito fusion act: inhibitors of mitochondrial division or activators of mitochondrial fusion. S. cerevisiae fusion-defective mutant growth rescue, CellTiterGlo 48 h. Potency, µM (top dose mostly 46.1 µM), for inactives: at the top dose growth rescue (activation), actives largely listed as activators. hit rate 0.23% among 320,000. AID 485298;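 note: potency is the fitted concentration of half-maximal effect; % of control where 0% means no effect; nearly all actives have a fitted effect of over 45% in size; temperature-sensitive fusion mutants such as fzo1-1 at 37 °C on non-fermentable ethanol glycerol medium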
#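 Luminescent cell viability in 1536-well qHTS format served as the measure of rescued growth in ts fusion-mutant S. cerevisiae cultured on non-fermentable YPEG for 48 hours at 37C.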
# a7 integrin act: integrin-mediated muscular dystrophy alleviation activation. alpha7betagal myoblasts, beta-gal FDG fluorescence, 48 h. Potency, µM (top dose mostly 38.3 µM), inactives show at the highest dose activation, actives largely listed as activators. hit rate 0.064% among 350,000. AID 624291;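 note: potency is the fitted concentration of half-maximal effect; 100% = response of the positive control SU9516; nearly all actives have a fitted effect of over 60% in size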
#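 Alpha7betagal+/- myoblasts (passage 13) were plated 16-24 hr, then exposed to compounds (1:260 dilution of DMSO stock) for 48 hours at 37C. After MPER lysis, β-galactosidase reporter activity was read as FDG fluorescence (ex 480/em 540) after 30 minutes.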
# * hit, by the source's call; u = inconclusive; x = not tested or not shown; & = joins results of further samples. Unless noted, calls come from the whole dose curve; as a rule, active = well fitted curve in the direction sought with a large enough effect; inconclusive = small, poorly fitted or top-dose-only effect, or another doubt; inactive = no such curve, though single readings can be large; an effect the other way counts as inactive or inconclusive. Some of the compounds tested; the hit share may differ from the screen's.
SMILES,ELG1 DNA repair,ASM inhibitor,PTAP TSG101 blk,TSHR antagonist,TCR act,BCR signal inh,Eya2 phos inh,A-T KAP1 phos,Tb PFK inh,Mito fusion act,a7 integrin act
Oc1cc2c(cc1O)[C@H]1c3ccc(O)c(O)c3OC[C@@]1(O)C2,9.6%,-2.4%,1.0%,-9.5,-4.2%,u,10.2%,-21.8%,u,-10.5%,-33.1%
CC[C@@H]1C(=O)OC[C@@H]1Cc1cncn1C,9.9%&2.8%,0.9%&-3.6%,0.2%&2.9%,12.8&3.5&9.3,1.6%&-3.2%,-2.7%&-1.3%&-2.4%,1.8%&0.1%&-13.1%,-9.2%&-2.0%,1.9%&2.3%&0.0%,1.1%&-0.8%&0.0%,x
